Screens (PubChem)
M1 ag parental – nonselective activator or artifact in parental CHO-K1 cells | Fluo-8 calcium fluorescence; scaled to maximal ATP response, vehicle zero | activation, % at 3 µM | 360,000 compounds, 0.48% hits | AID 602248; in the data active = activation above about 15%;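 note: untransfected CHO-K1 host cells lacking M1 receptor as counterscreen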
V1aR counter – counter-screen for oxytocin receptor agonists: human V1a receptor agonists; activation, % at 3 µM; 320,000 compounds, 0.25% hits; CHO-V1R cells, Fluo-8 calcium fluorescence, agonist mode; 0% DMSO, 100% 3 nM vasopressin; AID 2797;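 active = activation above the mean activation of all tested compounds plus 3 SD, per screening run, cut at about 20% in these data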;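 note: signal is peak over basal fluorescence ratio across a 100 second FLIPR read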
M1 PAM parental – nonselective activator or artifact in parental CHO-K1 calcium assay; activation, % at 3 µM; AID 602247; 360,000 compounds, 0.02% hits; ATP EC20, Fluo-8 calcium fluorescence; 0% at ATP EC20, 100% at ATP max;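 active = activation above the run cutoff, the mean activation of all test compounds plus 3 SD, cut at about 40% in these data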;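 note: peak over basal fluorescence ratio in a 140 s read after ATP addition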
OXTR ag – activates the human oxytocin receptor; 320,000 compounds, 0.32% hits; CHO-OTR cells, Fluo-8 calcium fluorescence; normalized: DMSO 0%, oxytocin 100%; P30559; activation, % at 3 µM;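 active = activation above the mean of all tested compounds plus 3 SD, cutoff set per screening run, cut at about 20% in these data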;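 note: peak over basal fluorescence ratio from a 100 s FLIPR kinetic read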
Target sequence (P30559 whole entry, looked up): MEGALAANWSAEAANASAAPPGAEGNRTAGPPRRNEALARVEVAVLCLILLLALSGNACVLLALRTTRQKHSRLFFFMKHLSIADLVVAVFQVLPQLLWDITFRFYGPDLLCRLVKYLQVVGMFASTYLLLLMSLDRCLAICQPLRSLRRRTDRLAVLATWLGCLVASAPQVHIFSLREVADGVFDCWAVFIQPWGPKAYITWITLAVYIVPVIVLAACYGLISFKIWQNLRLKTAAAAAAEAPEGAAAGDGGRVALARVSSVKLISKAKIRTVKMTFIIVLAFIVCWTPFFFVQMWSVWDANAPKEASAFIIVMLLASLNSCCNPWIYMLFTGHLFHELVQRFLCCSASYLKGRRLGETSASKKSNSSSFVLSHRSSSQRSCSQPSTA
TAAR1 antag – antagonists of human TAAR1 | inhibition, % at 3 µM | 360,000 compounds, 1.5% hits | CHO RD-HGA16 TAAR1, Fluo-8 calcium fluorescence, antagonist;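 active = inhibition above a per-plate cutoff, the mean inhibition of test compounds on that plate plus 3 SD, cut at about 49% in these data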;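 note: 0% = DMSO plus EC80 beta-PEA response and 100% = DMSO alone without agonist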
Target sequence (Q96RJ0 whole entry, looked up): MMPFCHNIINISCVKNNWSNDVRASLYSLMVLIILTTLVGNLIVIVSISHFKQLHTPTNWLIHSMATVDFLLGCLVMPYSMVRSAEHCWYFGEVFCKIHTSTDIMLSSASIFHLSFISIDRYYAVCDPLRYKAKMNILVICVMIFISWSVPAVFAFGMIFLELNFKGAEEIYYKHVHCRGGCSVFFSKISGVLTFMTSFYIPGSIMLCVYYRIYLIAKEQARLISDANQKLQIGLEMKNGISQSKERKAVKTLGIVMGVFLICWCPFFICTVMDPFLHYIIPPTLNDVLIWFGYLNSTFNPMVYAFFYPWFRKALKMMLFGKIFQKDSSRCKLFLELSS
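Test system: RD-HGA16 CHO cells with stable hTAAR1 and Gα16 / Probe or stimulus: EC80 β-phenethylamine stimulus / Times: seeding 17-24 h prior, 75-min 37 °C, 30-min RT dye loading / Detection: Fluo-8 calcium-sensitive fluorescence / Read-out basis: % inhibition scaled between DMSO and EC80 PEA controls / Repeats: singlicate, one well per test compound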
CHO-K1 Ca antag – nonselective inhibitor or artifact in parental CHO-K1 cells | ATP-induced calcium, Fluo-8 fluorescence | inhibition, % at 3 µM | 360,000 compounds, 0.6% hits | AID 602250;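 active = inhibition above a per-plate cutoff, the plate's mean sample inhibition plus 3 SD, cut at about 24% in these data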;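 note: 0% = DMSO plus EC80 ATP and 100% = DMSO alone without ATP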
CHO parental Ca – counter-screen for OX1R antagonists: effect in parental CHO cells; parental CHO-K1, ATP-induced calcium, Fluo-8 fluorescence; AID 463079; inhibition, % at 5.6 µM; 330,000 compounds, 0.63% hits;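 active = inhibition above that plate's mean sample inhibition plus 3 SD, cut at about 26% in these data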;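 note: 0% = ATP-challenged DMSO wells and 100% = DMSO wells without ATP; some compounds past the cut are filed as inactive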
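Assay system: untransfected parental CHO cell line. Also added: ATP agonist challenge. Dosing: one dose, 5.6 µM nominal. Measured by: Fluo-8 fluorescence. Read-out: % inhibition. Benchmarks: ATP wells versus no-ATP DMSO wells. Repeats: no replicates.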
OXTR potentiate – potentiators of human oxytocin receptor; CHO-OTR cells, Fluo-8 calcium fluorescence, potentiator mode; 0% = oxytocin EC15, 100% = EC100; activation, % at 3 µM; 320,000 compounds, 0.061% hits; AID 2445;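 active = activation above that plate's cutoff, the mean activation of tested compounds plus 3 SD, cut at about 6.6% in these data, passing the limit was not always enough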;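 note: 100% uses oxytocin at 75 nM as the full agonist control; some results filed as inactive read as strong as hits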
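Assay system: CHO cell line stably expressing human OTR. Reagent: EC15 oxytocin agonist. Dosing: single dose, 3.0 µM nominal final compound concentration. Timing: compound 6 min at room temperature before oxytocin, 100 s read. Signal: kinetic Fluo-8 calcium fluorescence. Controls: oxytocin EC15 low and EC100 high.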
GPR7 antag – human neuropeptides B/W receptor 1 antagonism | inhibition, % at 4.4 µM | GPR7-expressing cells, fluorescence antagonist assay | P48145 | 290,000 compounds, 1.1% hits; in the data active = inhibition above about 16%, passing the limit was not always enough;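 note: cells stimulated with the agonist NPW; 0% = agonist with vehicle and 100% = vehicle without agonist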
An asterisk follows results filed as active; . = not tested or not shown.

Fields – M1 ag parental	V1aR counter	M1 PAM parental	OXTR ag	TAAR1 antag	CHO-K1 Ca antag	CHO parental Ca	OXTR potentiate	GPR7 antag
1	COc1ccccc1C(=O)Nc1ccccc1C(=O)NCc1ccco1
 : 4.9	8.9	-1.7	0.2	17.1	6.9	-16.4	-6.3	-2.6
2	Cc1nnc(C)c2c(C)n(N)c(C)c12
 : 0.4	6.7	1.6	0.3	-10.5	-10.4	4.1	3.1	-6.1
3	COC(=O)c1ccc2c(=O)[nH]c(CCl)nc2c1
 : -0.2	1.1	11.8	1.2	-13.2	-4.3	7.8	-4.2	-7.4
4	C=CCn1c(O)c(N=Nc2ccccc2O)c2ccccc21
 : 1.4	12.3	-3.5	16.8	5.5	4.2	66.5*	-6.8	.
5	O=C(CSc1nnc(-c2ccco2)o1)Nc1cccc([N+](=O)[O-])c1
 : 0.4	0.6	7.8	0.5	-1.0	-4.6	2.9	-6.8	-5.0
6	Cc1noc(C)c1COc1ccc(C(=O)OCc2nnc(-c3ccc(Cl)cc3)o2)cc1
 : 7.4	7.6	13.8	8.9	27.7	3.9	34.9*	-17.5	12.1
7	Cc1cc(C)cc(Oc2coc3cc(OC(=O)c4cccnc4)ccc3c2=O)c1
 : 1.2	3.6	18.8	0.7	-24.1	-1.3	-6.8	-1.1	7.4
8	O=C(c1ccc2nc(-c3ccccc3)c(-c3ccccc3)nc2c1)N1CCCCC1
 : 1.9	-1.6	-16.7	-2.6	-7.1	6.5	-29.6	-1.5	-9.9
9	Cc1noc(C)c1COC(=O)CCc1ccc(S(=O)(=O)N2CCCCC2)cc1
 : 2.2	3.1	13.1	2.9	9.4	-8.8	-0.9	-6.1	-0.4
10	CC(C)N(C(=O)COC(=O)c1ccc(Cl)nc1)C(C)C
 : -0.1	-0.7	10.9	0.2	7.2	-10.3	-0.6	-24.3	-11.5
11	N#CC(C#N)=C1c2cc(S(N)(=O)=O)ccc2-c2ccc(S(N)(=O)=O)cc21
 : 0.8	.	13.5	.	1.7	-9.0	.	.	-3.0
12	CC(=O)NCCNC(=O)c1cccc(NS(=O)(=O)c2ccc3c(c2)OCCO3)c1
 : 0.3	-0.1	3.4	0.6	4.2	2.4	-4.0	-3.5	.
13	O=C(c1ccc([N+](=O)[O-])cc1Cl)N1CCN(c2ccccn2)CC1
 : 1.6	3.5	10.9	-0.4	-38.8	-3.9	-1.1	-9.8	-5.2
14	Cc1nc2c(ccc3nc(NC(=O)Cc4ccccc4)sc32)s1
 : 0.7	-0.2	24.9	0.1	-1.5	-11.0	-18.0	0.9	-7.4
15	Cc1cc(C)n(C(=O)c2cccc([N+](=O)[O-])c2)n1
 : 1.3	0.2	15.3	-0.1	1.0	-10.9	-3.9	-6.3	-14.9

Reprinted from the listing, 14 compounds:
Fields – M1 ag parental	V1aR counter	M1 PAM parental	OXTR ag	TAAR1 antag	CHO-K1 Ca antag	CHO parental Ca	OXTR potentiate	GPR7 antag
1	COc1ccccc1C(=O)Nc1ccccc1C(=O)NCc1ccco1
 : 4.9	8.9	-1.7	0.2	17.1	6.9	-16.4	-6.3	-2.6
2	Cc1nnc(C)c2c(C)n(N)c(C)c12
 : 0.4	6.7	1.6	0.3	-10.5	-10.4	4.1	3.1	-6.1
3	COC(=O)c1ccc2c(=O)[nH]c(CCl)nc2c1
 : -0.2	1.1	11.8	1.2	-13.2	-4.3	7.8	-4.2	-7.4
4	C=CCn1c(O)c(N=Nc2ccccc2O)c2ccccc21
 : 1.4	12.3	-3.5	16.8	5.5	4.2	66.5*	-6.8	.
5	O=C(CSc1nnc(-c2ccco2)o1)Nc1cccc([N+](=O)[O-])c1
 : 0.4	0.6	7.8	0.5	-1.0	-4.6	2.9	-6.8	-5.0
6	Cc1noc(C)c1COc1ccc(C(=O)OCc2nnc(-c3ccc(Cl)cc3)o2)cc1
 : 7.4	7.6	13.8	8.9	27.7	3.9	34.9*	-17.5	12.1
7	Cc1cc(C)cc(Oc2coc3cc(OC(=O)c4cccnc4)ccc3c2=O)c1
 : 1.2	3.6	18.8	0.7	-24.1	-1.3	-6.8	-1.1	7.4
8	O=C(c1ccc2nc(-c3ccccc3)c(-c3ccccc3)nc2c1)N1CCCCC1
 : 1.9	-1.6	-16.7	-2.6	-7.1	6.5	-29.6	-1.5	-9.9
9	Cc1noc(C)c1COC(=O)CCc1ccc(S(=O)(=O)N2CCCCC2)cc1
 : 2.2	3.1	13.1	2.9	9.4	-8.8	-0.9	-6.1	-0.4
10	CC(C)N(C(=O)COC(=O)c1ccc(Cl)nc1)C(C)C
 : -0.1	-0.7	10.9	0.2	7.2	-10.3	-0.6	-24.3	-11.5
11	N#CC(C#N)=C1c2cc(S(N)(=O)=O)ccc2-c2ccc(S(N)(=O)=O)cc21
 : 0.8	.	13.5	.	1.7	-9.0	.	.	-3.0
12	CC(=O)NCCNC(=O)c1cccc(NS(=O)(=O)c2ccc3c(c2)OCCO3)c1
 : 0.3	-0.1	3.4	0.6	4.2	2.4	-4.0	-3.5	.
13	O=C(c1ccc([N+](=O)[O-])cc1Cl)N1CCN(c2ccccn2)CC1
 : 1.6	3.5	10.9	-0.4	-38.8	-3.9	-1.1	-9.8	-5.2
14	Cc1nc2c(ccc3nc(NC(=O)Cc4ccccc4)sc32)s1
 : 0.7	-0.2	24.9	0.1	-1.5	-11.0	-18.0	0.9	-7.4

Continued:
Fields – M1 ag parental	V1aR counter	M1 PAM parental	OXTR ag	TAAR1 antag	CHO-K1 Ca antag	CHO parental Ca	OXTR potentiate	GPR7 antag
16	Cc1cc(=O)[nH]c(SCC(=O)Nc2nc3c(s2)CCCC3)n1
 : 0.2	0.6	4.9	1.1	8.5	-3.6	-3.9	0.1	3.6
17	COc1ccnc(Nc2ccc(C)c(C)c2)c1C#N
 : 0.2	0.3	14.7	0.1	-15.0	-7.1	-9.5	-9.1	2.6
18	CCC(=O)c1ccc(OCC(=O)Nc2ccc(S(=O)(=O)Nc3cc(C)nc(C)n3)cc2)cc1
 : 0.1	1.6	-15.1	2.8	-14.9	-5.0	-0.9	6.2	.
19	CCNc1nc(NC(C)CC)nc(Oc2ccc(=O)[nH]n2)n1 (stereo unspecified)
 : 0.5	0.3	4.5	0.0	-16.7	-6.7	-8.2	-0.6	-10.1
20	COc1ccc(C(=O)NC(=O)COC(=O)CCS(=O)(=O)c2ccc(C)cc2)cc1
 : 0.9	.	3.9	.	-9.6	-15.2	.	.	.
21	O=C(/C=C/c1ccccc1)N1CCN(c2c(Cl)cccc2[N+](=O)[O-])CC1
 : 0.4	0.8	8.1	-1.8	23.4	-11.1	-26.0	-7.8	1.8
22	COc1ccc(N(CC(=O)NCc2cccc(OC)c2)S(=O)(=O)c2c(C)noc2C)cc1
 : 2.0	-0.4	12.4	-1.6	-3.0	3.1	-14.3	-5.8	-4.3
23	Cc1ccc(/C=N/N2CCN(Cc3cccc4ccccc34)CC2)s1
 : 0.9	-0.2	5.0	0.0	-2.7	-17.7	-12.6	-2.1	.
24	CC(NC(=O)C(=O)NCCN1CCN(C(=O)c2ccccc2Br)CC1)c1ccccc1 (stereo unspecified)
 : 1.3	0.6	-0.8	-0.5	-1.8	-15.3	-3.5	-9.3	0.7
25	Cc1ccccc1-c1cc(-c2ccccc2O)n[nH]1
 : 2.0	1.9	14.8	3.1	13.3	-5.3	4.2	-18.1	-17.3
26	O=C(O)c1cccc(S(=O)(=O)Nc2ccc3[nH]c(=O)[nH]c3c2)c1
 : 0.3	0.7	13.8	0.5	7.0	-20.0	-11.2	-7.6	-10.8
27	S=c1[nH]nc(NC2CCCCC2)s1
 : 0.1	.	-0.2	.	-6.4	2.4	.	.	.
28	Cc1cc(C(=O)NCCCN2CCN(c3cc(Cl)ccc3C)CC2)n(-c2ccccc2)n1
 : 1.4	6.1	-0.5	5.2	3.4	-6.5	-8.0	-6.4	-1.5
29	CN1OC[C@@H]2CN(C(=O)c3ccco3)[C@H](c3ccc(-c4ccc(C#N)cc4)cc3)C[C@@H]21
 : 1.2	.	17.0	.	-3.2	-8.3	.	.	.
30	O=C1NC[C@H](CCCCN2CCN(CCC3CCCCC3)C(=O)C2=O)N(CCc2ccc(O)cc2)C1=O
 : 0.6	.	8.9	.	-11.7	-16.9	.	.	.
